L3MBTL1 block: L3MBTL1 (human) inhibition; Q9Y468; AlphaScreen L3MBTL1–H3K9me1 peptide binding; Potency, µM (top dose mostly 57.1 µM), for inactives: at the top dose activity, negative = inhibition, hits mostly inhibitors; 0.66% of 230,000 active; note: nearly all actives have a fitted effect of over 60% in size
Target sequence (Q9Y468 whole entry, looked up): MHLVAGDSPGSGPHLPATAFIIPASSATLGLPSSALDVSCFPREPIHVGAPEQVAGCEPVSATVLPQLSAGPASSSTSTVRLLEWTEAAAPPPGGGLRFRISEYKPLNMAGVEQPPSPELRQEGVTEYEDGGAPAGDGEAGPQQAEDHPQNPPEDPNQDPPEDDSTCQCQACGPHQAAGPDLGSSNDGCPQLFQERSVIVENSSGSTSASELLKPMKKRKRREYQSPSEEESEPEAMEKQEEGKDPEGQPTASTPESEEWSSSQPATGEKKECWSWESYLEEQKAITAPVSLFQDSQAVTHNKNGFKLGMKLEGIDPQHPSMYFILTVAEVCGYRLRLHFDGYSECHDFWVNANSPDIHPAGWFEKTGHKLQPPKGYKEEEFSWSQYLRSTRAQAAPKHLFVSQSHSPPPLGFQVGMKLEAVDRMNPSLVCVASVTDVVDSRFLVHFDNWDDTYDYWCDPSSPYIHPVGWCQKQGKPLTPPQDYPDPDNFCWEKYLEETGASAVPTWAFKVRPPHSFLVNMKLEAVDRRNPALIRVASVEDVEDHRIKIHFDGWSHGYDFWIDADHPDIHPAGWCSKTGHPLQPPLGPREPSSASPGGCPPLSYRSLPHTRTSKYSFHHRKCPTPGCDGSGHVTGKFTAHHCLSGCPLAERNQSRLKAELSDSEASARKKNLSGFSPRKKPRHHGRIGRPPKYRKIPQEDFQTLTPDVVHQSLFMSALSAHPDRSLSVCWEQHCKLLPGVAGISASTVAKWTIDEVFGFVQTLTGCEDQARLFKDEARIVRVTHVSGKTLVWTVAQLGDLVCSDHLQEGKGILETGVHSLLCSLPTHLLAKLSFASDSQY
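Read-out is AlphaScreen signal from streptavidin donor and nickel chelate acceptor beads (10 ug/mL final each) bridging L3MBTL1 (50 nM) and biotinylated K9-monomethylated H3(1-15) peptide (75 nM), after 30 min compound exposure at room temperature.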
GAA glycogen: GAA glycogen-cleavage inhibition or activation; P10253; recombinant GAA, glycogen substrate, Amplex Red glucose oxidase fluorescence; Potency, µM (titrated, usually from 76.4 µM), inactives show top-dose activity change, negative = inhibition, most hits filed as inhibitors; 0.38% of 300,000 active;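 note: 0% = full enzyme reaction and -100% = no-enzyme basal signal; the screen sought inhibitors and activators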
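Recombinant enzyme (4 nM final) with compounds titrated up to 77 uM and bovine liver glycogen (30 ug) in citrate pH 5.0, 0.01% Tween-20, 37 C 40 min. Released glucose detected by Amplex Red/glucose oxidase (Ex 573/Em 610); AC50 from Hill fits.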
TRb SRC2 PPI: TRbeta-SRC2 interaction inhibition. P10828. TRbeta-SRC2 peptide binding, fluorescence polarization; receptor liganded with 1 µM T3. Potency, µM (doses to about 106 µM), for the others: at the top dose activity change, negative = inhibition, hits mostly inhibitors. 0.065% of 280,000 active. AID 1469;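 note: plate controls were bound peptide for no effect and peptide without receptor for full effect; nearly all actives have a fitted effect of over 50% in size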
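Fluorescence polarization of 20 nM Texas Red SRC2 peptide with 0.6 uM human TRb ligand-binding domain, in Tris buffer with 1uM T3 and 5% DMSO. Incubated 5 hr ambient; normalized to unbound and bound controls.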
GAA inhib: blocks human lysosomal alpha-glucosidase; purified human GAA, 4-MU-alpha-glucoside fluorescence; Potency, µM (doses to about 76.9 µM), for the others: top-dose activity change, negative = inhibition, most hits filed as inhibitors; P10253; AID 1466; 0.005% of 200,000 active;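 note: plate controls were uninhibited enzyme wells for no effect and no-enzyme background for full effect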
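Read-out is 4-methylumbelliferone fluorescence (Ex 365/Em 440 nm) after NaOH/glycine stop at pH 10. Enzyme 4 nM, substrate 400 uM, pH 5.0 citrate buffer, 20 min room temperature; AC50 from Hill-equation concentration-response.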
RECQ1 helicase: inhibitors of human RECQ1 DNA helicase. P46063. RECQ1 DNA unwinding, red fluorescence kinetic read. Potency, µM (titrated, usually from 57.3 µM), inactives show at the top dose activity, negative = inhibition, actives largely listed as inhibitors. 0.54% of 240,000 active. AID 2549;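 note: plate controls were vehicle for no effect and no enzyme for full effect; nearly all actives have a fitted effect of over 30% in size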
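RECQ1T1 50 nM; forked duplex (20 bp + 30-nt ss tails) 200 nM, ATP 2 mM final; pH 8.0, 2 mM MgCl2, 2.5 ug/ml poly(dI-dC); 15 min compound preincubation; discontinuous kinetic read over 2 h at RT.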
TexasRed fluor: counter-screen for TRb-SRC2 inhibitors: fluorescence interference; TRb/SRC2 Texas Red total fluorescence interference; Potency, µM (series often up to 106 µM), for inactives: top-dose fluorescence change, negative = quenching; 0.29% of 280,000 active; AID 1479; active = well fitted curve in either direction with a large enough effect; inconclusive = small, poorly fitted or top-dose-only effect
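Human TRβ ligand-binding domain (0.6 uM) and Texas Red SRC2 peptide (20 nM) in Tris buffer with 1 uM T3 and 5% DMSO were incubated with pinned compound for 5 hr at ambient temperature. Total fluorescence was computed as S + 2P (555/632 nm).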
GoLoco inh red: blocks human Gai1 binding to RGS12 GoLoco peptide, red readout; P63096; Gai1:RGS12 GoLoco peptide FP, rhodamine, 10 min; Potency, µM (titrated, usually from 61.6 µM), inactives show top-dose activity, negative = inhibition, most hits filed as inhibitors; 0.44% of 230,000 active; AID 880; active = well fitted inhibition curve with a large enough effect, not every such curve was filed as active; inactive = no such curve, though single readings can be large or run the other way; note: nearly all actives have a fitted effect of over 30% in size; many of its hits are not listed in these tables
aGlu spleen mod: inhibits or activates alpha-glucosidase in human spleen homogenate | human spleen homogenate, 4-MU-alpha-glucoside fluorescence | Potency, µM (titrated, usually from 79.9 µM), for the others: top-dose activity change, negative = inhibition, hits mostly inhibitors | 0.006% of 240,000 active;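 note: 0% = enzyme with vehicle and -100% = no enzyme basal signal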
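Compounds were titrated against alpha-glucosidase in spleen homogenate at pH 5.0, with 1 mM 4-methylumbelliferyl substrate for 40 min at 37 C. Reactions were quenched with pH 10 NaOH/glycine and fluorescence measured.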
* = called active by the depositor; i = inactive; ? = inconclusive; · = no result given; [ ] = remark or other dose. Unless noted, calls come from the whole dose curve; as a rule, active = well fitted curve in the direction sought with a large enough effect; inconclusive = small, poorly fitted or top-dose-only effect, or another doubt; inactive = no such curve, though single readings can be large; an effect the other way counts as inactive or inconclusive. Unless noted, % is set by controls: 0 for no effect and ±100 for the full control effect; potency is the fitted concentration of half-maximal effect. An excerpt; count on the stated rates, not on these rows.

SMILES	L3MBTL1 block	GAA glycogen	TRb SRC2 PPI	GAA inhib	RECQ1 helicase	TexasRed fluor	GoLoco inh red	aGlu spleen mod
CC(=O)N1CCN(c2ccc(NCc3ccc(C(C)C)cc3)cc2)CC1	?	32µM*	-7%	?	i	3%	2%	3%
CN(C)c1ncc(/C=C2/C(=O)NC(=S)N(C3CCCCC3)C2=O)cn1	-5%	-22%	-1%	6%	-10%	3%	49%[activator]	-4%
CCc1onc(C)c1C(=O)O	8%	3%	1%	4%	2%	-3%	3%	-18%
CC(=O)c1cccc(NC2c3ccccc3C(=O)N2Cc2ccc3c(c2)OCO3)c1 (stereo not drawn)	15%	-2%	6%	10%	-4%	-1%	-8%	1%
COCCCn1c(=NC(=O)c2ccncc2)c(C#N)cc2c(=O)n3cccc(C)c3nc21	3%	4%	-3%	?	i	3%	1%	9%
CC(C(=O)NC1=NCCS1)N1C(=O)C2CC=CCC2C1=O (stereo not drawn)	·	4%	-4%	-1%	i	-2%	-12%	-11%
Cc1cc(-c2n[nH]c(=S)n2/N=C/c2cccs2)n[nH]1	-4%	-6%	10%	5%	2%	-2%	-3%	-12%
Cc1nccn1CC(O)COc1ccccc1 (stereo not drawn)	-17%	-2%	3%	2%	1%	-1%	-8%	-5%
CCOP(=O)(c1ccc(N(C)C)cc1)C(O)c1cc(OC)c(OC)c(OC)c1 (stereo not drawn)	4%	-9%	-18%	1%	-11%	1%	-23%	1%
CCOc1cccc(C(=O)Nc2cccc(-c3nc4ncccc4o3)c2C)c1	-12%[11.4 µM]	5%	8%	3%	-11%	-4%	11%	-9%
Cc1cccc(C(=O)Nc2sc3c(c2C(=O)O)CCC3)c1	-9%	2%	1%	·	1%	-8%	4%	0%
COC(=O)c1ccc(C2c3c(oc4cc(C)c(C)cc4c3=O)C(=O)N2CCCN(C)C)cc1 (stereo not drawn)	-9%	5%	1%	·	i	-2%	2%	0%
CCN1/C(=C2/SC(=S)NC2=O)Sc2ccccc21	1%	-18%	-4%	-1%	-2%	-2%	-12%	10%
Cn1c(/C=N/Nc2nc3ccccc3[nH]2)nc2ccccc21	-28%	-9%	-3%	-6%	-13%	-4%	12%	4%
Cc1cc2c3c(c1)C(C)CC(C)(C)N3C(=O)C2=C(C#N)C#N (stereo not drawn)	-6%	-9%	6%	·	0%	-1%	6%	1%
COC(=O)c1cc(NC(=O)/C=C/c2ccccc2)ccc1O	-16%	4%	14%	-5%	2%	0%	7%	-2%
O=c1ccc(-c2ccc([N+](=O)[O-])cc2)nn1-c1ccccc1	·	2%	3%	0%	-2%	2%	-1%	-19%
c1ccc(C2C/C(=N\N3CCOCC3)c3ccccc3O2)cc1 (stereo not drawn)	-6%	-14%	0%	-3%	i	3%	13%	5%
CCn1c(SCC(=O)Nc2cc(C)on2)nnc1-c1ccc(S(=O)(=O)N2CCN(C)CC2)cc1	·	6%	-22%	-12%	i	1%	16%	-12%
C/C=C/c1ccc(OC)cc1	·	·	10%	·	1%	-2%	0%	-2%
CCOc1ccc(NC(=O)C2CCCN(C(=O)Nc3ccccc3)C2)cc1 (stereo not drawn)	-2%	5%	-14%	2%	-16%	0%	8%	-4%
Cc1ccc(Oc2ccc(OCC(=O)NC(C)C(=O)O)cc2)cc1 (stereo not drawn)	-1%	5%	-1%	2%	i	-3%	5%	-14%
CC(C)n1c(Oc2ccc(F)cc2)nc2c1c(=O)n(C)c(=O)n2C	-2%	8%	5%[53 µM]	?	i	-1%[53 µM]	6%	0%
Cc1cc(C(F)(F)F)n2ncc(C(=O)O)c2n1	·	-1%	-14%	-12%	-17%	5%	-9%	5%
COC(=O)c1sccc1NC(=O)CC1C(=O)NCCN1C(=O)c1ccc(N(C)C)cc1 (stereo not drawn)	43%[activator]	15%	-5%	-8%	-6%	-8%	2%	-7%
CN1CCN(CCCNC(=O)c2ccc(CSCc3cccc(Cl)c3)o2)CC1	-6%	9%	8%	-1%	-4%	1%	-3%	-6%
CCOC(=O)c1c(NC(=O)CSc2nc3ccccc3s2)sc(C(C)=O)c1C	1%	2%	1%	-5%	-4%	2%	159%[activator]	-7%
CCNC(=O)CON=C1c2ccccc2-c2ccccc21	13%	3%	-3%	-2%	4%	0%	3%	-10%
COc1ccc(OC)c(CN(CCN2CCOCC2)C(=O)Nc2ccccc2)c1	-9%	-4%	0%	6%	i	-2%	-2%	-4%
Cc1ccc(-c2cn3cc(C)ccc3n2)cc1	·	-1%	5%	8%	0%	-1%	8%	3%
Oc1cc(Br)ccc1C=Nc1ccc(N2CCCCC2)cc1	-22%	?	6%	6%	-4%	1%	36%[activator]	-3%
COc1ccc(OC)c(C(=O)CSc2nccc(-c3ccc(Br)cc3)n2)c1	9%	3%	1%	7%	-6%	-7%	3%	-4%
CCCN(Cc1ccccc1)C(=O)Nc1ccc2c(c1)nnn2C	2%[11.4 µM]	-2%	1%	0%	3%	3%	5%	-7%
COC(=O)Cc1[nH]nc2c1C(c1c[nH]c3ccccc13)C(C#N)=C(N)O2 (stereo not drawn)	-10%	-21%	-6%	-3%	-5%	-4%	20%	7%
CSc1ccccc1-c1nnc(-c2ccc(Cl)cc2)o1	7%	3%	-17%	-2%	-15%	0%	-2%	-3%
CS(=O)(=O)c1ccc([C@H](O)[C@H](CO)NC(=O)C(Cl)Cl)cc1	·	·	0%[53 µM]	·	-2%[25.9 µM]	0%[53 µM]	10%[21.6 µM]	4%[29.1 µM]
Cn1cnc(S(=O)(=O)Nc2ccc(OC(F)F)cc2)c1	1%	-8%	-3%	·	-1%	-1%	-5%	4%
CCOC(=O)C1(CCc2ccccc2)CCN(Cc2ccc(OC)cc2)CC1	-1%	-12%	-1%	·	-6%	-3%	3%	9%
Cc1ccc(C(=O)Nc2ccc(Cl)cc2C(F)(F)F)c(Cl)c1	10%	-7%	11%	1%	-5%	1%	11%	-2%
Cc1ccc(-c2nc(NC(=O)CSc3nnc4scc(-c5ccccc5)n34)ns2)cc1	·	3%	7%	·	-2%	-2%	13%	-19%
CCSc1nc(C2CC2)cc(-c2ccco2)c1C#N	·	-5%	1%	-12%	-11%	-6%	6%	-9%
CSc1nnc(SCC#N)s1	·	4%	2%	·	-10%	0%	-6%	-2%
COc1ccc2c(c1)Sc1ccccc1N2CCN(C)C	-13%	-1%	5%	-3%	-1%	1%	-7%	7%
CCSC(C)CC1C/C(=N/O)c2c(CC)noc2C1 (stereo not drawn)	-1%[11.4 µM]	1%	-10%	-8%	-3%	-2%	4%	-14%
COc1ccc(C)cc1NCc1cccc(OC)c1OC	-9%	-27%	-5%	?	-5%	-1%	-13%	-7%
O=C(O)CC(SCC(=O)NC1CCCc2ccccc21)C(=O)O (stereo not drawn)	-3%	8%	-1%	·	7%	-2%	-1%	-10%
CCN(CC)CCN(C)C(=O)c1ccc(OC2CCN(C(=O)C3CC3)CC2)cc1	-9%	-3%	9%	?	16%	-1%	11%	1%
CCC(C)C(Nc1ccc(C(=O)OC)cc1[N+](=O)[O-])C(=O)OC (stereo not drawn)	-7%	-1%	7%	5%	-3%	2%	0%	-4%
Cc1cccc(NS(=O)(=O)c2cc(C(=O)NCCC3=CCCCC3)ccc2Cl)c1	2%	-4%	2%	?	-6%	0%	-3%	1%
COC(=O)Cc1ccc(NC(=S)NCCC(C)C)cc1	2%	-13%	2%	-10%	-4%	-2%	7%	1%
COc1cccc(-c2csc(N3CCN(C(=S)Nc4cccc(C)c4)CC3)n2)c1	-6%	-17%	-1%	7%	-9%	-3%	37%[activator]	0%
CC(=O)NC(Cc1cc(C)ccc1C)C(=O)N1CCN(C(=O)c2ccc(Br)cc2)CC1 (stereo not drawn)	7%	22%	8%	10%	i	-4%	5%	7%
Oc1ccc(/C=N/N=C/c2ccc(O)cc2)cc1	-3%	-12%	0%	11%	i	0%	3%	-3%
COc1ccccc1CNC(=O)c1cc(C)nn1-c1ccccc1	·	-5%	0%	·	-7%	-3%	-9%	-2%
c1ccc([C@@H]2CN3CCSC3=N2)cc1	·	·	-3%[53 µM]	·	-5%[25.9 µM]	-3%[53 µM]	7%[21.6 µM]	-13%[29.1 µM]
COC(=O)c1cccc(NC(=S)Nc2cc(Cl)ccc2OC)c1	-4%	?	-3%	-6%	-9%	-1%	5%	6%
Clc1ccc(OCc2nnc3n2N=C(c2ccc4c(c2)OCCO4)CS3)c(Cl)c1	12%	0%	3%	-10%	5%	0%	3%	-19%
CCC1C/C(=C\c2cccnc2)C(=O)/C(=C/c2cccnc2)C1 (stereo not drawn)	-12%	0%	-11%	-2%	-3%	0%	3%	-12%
c1ccc(C(c2nnnn2C2CCCC2)N2CCN(c3nc4ccccc4s3)CC2)cc1 (stereo not drawn)	12%[11.4 µM]	-4%	3%	-6%	-3%	-3%	-10%	-5%

6 compounds drawn at random from those above, as already listed:
SMILES	L3MBTL1 block	GAA glycogen	TRb SRC2 PPI	GAA inhib	RECQ1 helicase	TexasRed fluor	GoLoco inh red	aGlu spleen mod
COc1cccc(-c2csc(N3CCN(C(=S)Nc4cccc(C)c4)CC3)n2)c1	-6%	-17%	-1%	7%	-9%	-3%	37%[activator]	0%
CCN(CC)CCN(C)C(=O)c1ccc(OC2CCN(C(=O)C3CC3)CC2)cc1	-9%	-3%	9%	?	16%	-1%	11%	1%
O=C(O)CC(SCC(=O)NC1CCCc2ccccc21)C(=O)O (stereo not drawn)	-3%	8%	-1%	·	7%	-2%	-1%	-10%
COc1ccccc1CNC(=O)c1cc(C)nn1-c1ccccc1	·	-5%	0%	·	-7%	-3%	-9%	-2%
CCC1C/C(=C\c2cccnc2)C(=O)/C(=C/c2cccnc2)C1 (stereo not drawn)	-12%	0%	-11%	-2%	-3%	0%	3%	-12%
CC(=O)NC(Cc1cc(C)ccc1C)C(=O)N1CCN(C(=O)c2ccc(Br)cc2)CC1 (stereo not drawn)	7%	22%	8%	10%	i	-4%	5%	7%
